Apoferritin bind: qHTS Assay for Identification of Novel General Anesthetics. Ferritin light chain (Equus caballus), P02791. apoferritin/1-aminoanthracene competitive binding, fluorescence. Potency, µM (highest dose often 77.5 µM), inactives show at the highest dose activity change, negative = displacement, usual class: inhibitors. hit rate 0.074% among 350,000; also: % is scaled to controls: 0 for no effect and ±100 for the full control effect; nearly all actives have a fitted effect of over 20% in size
Target sequence (P02791 2-175 limits assumed): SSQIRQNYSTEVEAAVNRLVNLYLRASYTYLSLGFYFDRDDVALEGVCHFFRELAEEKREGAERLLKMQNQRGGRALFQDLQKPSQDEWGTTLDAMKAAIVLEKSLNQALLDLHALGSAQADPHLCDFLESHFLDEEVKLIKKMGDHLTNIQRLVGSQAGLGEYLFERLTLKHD
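Concentration-response curves derived by four-parameter Hill fitting of normalized fluorescence, where compounds displaced 1-AMA from 10 uM horse apoferritin following a brief 10 min room-temperature incubation; propofol titration acted as positive control.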
APEX1 inh: qHTS Assay for Inhibitors of the Human Apurinic/apyrimidinic Endonuclease 1 (APE1); AID 2517, 2012; Potency, µM (titrated, usually from 65.8 µM), inactives show at the highest dose activity change, negative = inhibition, hits mostly inhibitors; recombinant APE1, TAMRA/BHQ-2 abasic DNA cleavage fluorescence; hit rate 0.35% among 350,000; DNA repair nuclease/redox regulator APEX1 (Homo sapiens), P27695;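 also: plate controls were vehicle for no effect and reference inhibitor for full effect; nearly all actives have a fitted effect of over 55% in size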
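Enzyme (0.75 nM final) and test compound are incubated 15 min at room temperature before adding 50 nM quenched THF abasic-site duplex. Cleavage dequenches TAMRA, followed at 525/598 nm over three reads one minute apart.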
Pol eta inh: qHTS for Inhibitors of Polymerase Eta | DNA polymerase eta (Homo sapiens), Q9Y253 | Potency, µM (top dose mostly 114 µM), without a hit: at the top dose activity change, negative = inhibition, hits mostly inhibitors | AID 588591, 2011 | recombinant Pol eta, fluorescent DNA replication assay | hit rate 1.2% among 390,000; also: % is scaled to controls: 0 for no effect and ±100 for the full control effect
Target sequence (Q9Y253 whole entry, looked up): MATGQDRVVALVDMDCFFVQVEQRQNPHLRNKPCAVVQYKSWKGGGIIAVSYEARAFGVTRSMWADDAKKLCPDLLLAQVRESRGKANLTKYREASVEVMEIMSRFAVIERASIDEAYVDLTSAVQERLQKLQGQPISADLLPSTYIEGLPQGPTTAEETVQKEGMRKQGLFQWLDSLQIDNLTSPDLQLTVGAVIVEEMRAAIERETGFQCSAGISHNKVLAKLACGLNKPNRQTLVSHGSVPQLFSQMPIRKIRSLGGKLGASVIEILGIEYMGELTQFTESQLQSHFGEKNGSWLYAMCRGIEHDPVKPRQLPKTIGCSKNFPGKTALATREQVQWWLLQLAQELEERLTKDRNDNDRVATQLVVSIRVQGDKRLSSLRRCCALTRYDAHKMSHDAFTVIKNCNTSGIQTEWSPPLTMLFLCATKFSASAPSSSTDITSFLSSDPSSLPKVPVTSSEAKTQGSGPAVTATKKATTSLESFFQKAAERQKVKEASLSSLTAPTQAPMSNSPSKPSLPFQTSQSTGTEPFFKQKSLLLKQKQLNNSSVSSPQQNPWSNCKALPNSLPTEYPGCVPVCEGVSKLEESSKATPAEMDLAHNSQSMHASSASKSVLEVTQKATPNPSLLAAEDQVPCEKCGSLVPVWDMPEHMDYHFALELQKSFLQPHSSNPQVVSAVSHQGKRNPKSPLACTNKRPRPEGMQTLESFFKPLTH
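Fluorescent replication assay: 50 nM final substrate added after a 15 min room-temperature compound preincubation with 10 nM enzyme. Signal taken at 0 min and again at 10 min.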
POLB inh: qHTS Assay for Inhibitors of DNA Polymerase Beta; Pol beta primer extension/strand displacement, fluorescence kinetic; Potency, µM (titrated, usually from 114 µM), without a hit: at the top dose activity change, negative = inhibition, hits mostly inhibitors; hit rate 1.3% among 340,000; AID 485314, 2010; also: % is scaled to controls: 0 for no effect and ±100 for the full control effect
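Enzyme-only controls used 10 nM Pol beta; buffer lacking enzyme served as negative control. Compound preincubated 15 min, then 50 nM substrate added; 0 and 10 min reads at room temperature.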
BAZ2B block: qHTS Assay for Inhibitors of BAZ2B | AID 504333, 2011 | hit rate 4.4% among 360,000 | Bromodomain adjacent to zinc finger domain protein 2B (Homo sapiens), Q9UIF8 | Potency, µM (doses to about 114 µM), without a hit: at the top dose activity change, negative = inhibition, hits mostly inhibitors | AlphaScreen BAZ2B-H3K14Ac peptide displacement; also: % is scaled to controls: 0 for no effect and ±100 for the full control effect; nearly all actives have a fitted effect of over 60% in size
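BAZ2B (50 nM) with biotin-H3(5-23)K14Ac peptide (50 nM) in PBS pH 7.4, 0.01% Tween-20, preformed 30 min, then compound 30 min at room temperature; top concentration 110uM. AlphaScreen streptavidin donor/nickel chelate acceptor beads (10 ug/mL final), 20 min dark, signal read.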
BLM inh: qHTS Assay for Inhibitors of Bloom's syndrome helicase (BLM); RecQ-like DNA helicase BLM (Homo sapiens), P54132; recombinant BLM DNA unwinding, fluorescence dequenching; Potency, µM (highest dose often 56.1 µM), without a hit: at the top dose activity change, negative = inhibition, hits mostly inhibitors; hit rate 0.2% among 350,000;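 also: plate controls were vehicle for no effect and no enzyme for full effect; nearly all actives have a fitted effect of over 35% in size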
Pol kappa inh: qHTS for Inhibitors of Polymerase Kappa | DNA polymerase kappa (Homo sapiens), Q9UBT6 | hit rate 0.53% among 400,000 | purified Pol kappa, fluorescent DNA synthesis assay, 10 min | Potency, µM (top dose mostly 107 µM), for inactives: at the top dose activity, negative = inhibition, most hits filed as inhibitors; also: % is scaled to controls: 0 for no effect and ±100 for the full control effect
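Inhibition of 10 nM Pol kappa is measured by a fluorescent read-out at 0 and 10 min following addition of 50 nM substrate (final), with a 15-min room-temperature compound preincubation.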
G9a block: qHTS Assay for Inhibitors of Histone Lysine Methyltransferase G9a; Histone-lysine N-methyltransferase EHMT2 (Homo sapiens), Q96KQ7; G9a H3K9 monomethylation, AlphaScreen, 2 h; Potency, µM (series often up to 102 µM), inactives show top-dose activity, negative = inhibition, actives largely listed as inhibitors; hit rate 8.8% among 350,000; also: % is scaled to controls: 0 for no effect and ±100 for the full control effect; nearly all actives have a fitted effect of over 75% in size
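Step 1: enzyme (final 20 nM) with compound, 15 min RT. Step 2: substrate peptide 500 nM and SAM 20 uM, 2 h RT. Step 3: anti-H3K9me1 antibody and AlphaScreen beads, 10 min, then plate read.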
POLI inh: qHTS for Inhibitors of Polymerase Iota; Pol iota fluorescent replication assay, 10 min; hit rate 1% among 390,000; AID 588590, 2011; DNA polymerase iota (Homo sapiens), Q9UNA4; Potency, µM (top dose mostly 115 µM), for the others: at the highest dose activity, negative = inhibition, usual class: inhibitors
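Pol iota at 10 nM preincubated 15 min with compounds at room temperature; reaction started with fluorescent substrate, 50 nM final. Fluorescence read kinetically at 0 and 10 min; buffer-only wells as negative control.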
Numbers without * were called inactive; ? = inconclusive; / = no result given; & = joins results of further samples; [ ] = another dose, or the depositor's remark. Calls follow the shape of the dose curve; as a rule, active = well fitted curve in the direction sought with a large enough effect; inconclusive = small, poorly fitted or top-dose-only effect, or another doubt; inactive = no such curve, though single readings can be large; an effect the other way counts as inactive or inconclusive. Potency is read from the fitted curve at half-maximal effect.

SMILES,Apoferritin bind,APEX1 inh,Pol eta inh,POLB inh,BAZ2B block,BLM inh,Pol kappa inh,G9a block,POLI inh
CC1CCN(S(=O)(=O)c2cccc(C(=O)NC3CCCC3)c2)CC1,-13%,17%,-22%,31%,-2%,-6%,-10%,-2%,19%
Cc1ccc(OCC(=O)Nc2ccc3nc(SCC(=O)Nc4ccc(C)cc4C)sc3c2)cc1,4%,/,-8%,-21%,-10%,-3%,-8%,5%[59 µM],8%
COc1ccc(C(=O)c2cc(C(C)=O)c(Nc3ccccc3)s2)cc1,-13%,-1%,-14%,6%,19%,-9%,-4%,13%[59 µM],3%
COc1ccc(CNC(=O)c2nnn(CC(=O)Nc3cc(C)cc(C)c3)c2N)cc1,-9%&-8%,4%,-10%&-23%,10µM*,?,-13%&-15%,?,-1%,33%[activator]
CCC(C)Oc1ccc(C(=O)Nc2ccc(CN3CCOCC3)cc2)cc1 (stereo unspecified),?,1%,-6%,23%,-28%,0%,5%,?,7%
COc1cccc(N2CC(C(=O)Nc3c(C(N)=O)oc4ccccc34)CC2=O)c1 (stereo unspecified),/,17%,-5%,/,7%,/,-7%,6%,26%
Cc1ccc2cc(C(c3nnnn3C3CCCC3)N3CCN(c4ccc(F)cc4)CC3)c(=O)[nH]c2c1 (stereo unspecified),2%,5%,-13%,-15%,-8%,0%,-17%,11µM*,3%
Cc1cc(C)cc(NC(=O)COc2coc(CN3CCc4ccccc43)cc2=O)c1,/,-5%,?,/,?,/,-21%,50µM*,?
CCOc1ccccc1/C=N/NC(=O)CNC(=O)c1cccs1,?,-6%,-2%,-2%,/,-2%,-13%,-2%,19%
CCc1ccc(C(=O)c2cn(CC(=O)Nc3cc(OC)ccc3OC)c3nc(C)ccc3c2=O)cc1,?,/,-29%,9%,-34%,-3%,-11%,-25%[59 µM],-10%
COc1ccc(N(C(=O)c2ccncc2)S(=O)(=O)c2ccc(Cl)cc2)cc1,?,50%[activator],-24%,0%,-26%,-4%,8%,?,-1%
COc1ccc(N(CC(=O)NC(C)(C)C)C(=O)CCC(=O)Nc2nccs2)c(OC)c1,-8%,-5%,3%,18%,9%,3%,2%,/,-9%
CC(=O)N1CCN(Cc2nc3scc(-c4ccccc4)c3c(=O)[nH]2)CC1,-7%,11%,4%,-18%,-13%,-6%,2%,18%,139%[activator]
CCC(Cc1ccccc1)NC(=O)C1CCN(c2nn3c(=O)cc(C)nc3s2)CC1 (stereo unspecified),4%,17%,2%,-4%,-3%,0%,-13%,-3%,-7%
COCCC(=O)N1CCC(Oc2ccc(C(=O)NCCSC)cc2)CC1,-1%,-6%,-3%,-2%,17%,-1%,3%,/,42%[activator]
Cc1nn(CC(=O)NCCCN2CCCCC2C)c(=O)c2cccn12 (stereo unspecified),5%,5%,-7%,-20%,-18%,1%,-7%,15%,28%
O=C(O)c1cc([N+](=O)[O-])ccc1Nc1ccccc1,-20%,24%,-14%,10%,-17%,-1%,-5%,22%[59 µM],30%[activator]
Cc1nn2c(C)c(C(=O)N3CCN(c4ccccc4F)CC3)cnc2c1-c1ccc(F)cc1,-4%,/,-4%,14%,-2%,-9%,24%,4%[59 µM],8%
COc1ccc(C(=O)CC(=O)c2ccccc2O)cc1,-20%,-8%,-15%,25%,10%,-5%,-8%,-5%[0.501 µM],26%
COCC(=O)N1CCC[C@@]2(CCN(Cc3ccccc3)C2)C1,/,6%,/,/,/,4%,0%[60.1 µM],9%[12.7 µM],/
CC12CC(NC(=O)N1c1cccc(C(=O)N3CCCCC3)c1)c1ccccc1O2 (stereo unspecified),-8%,46%[activator],-7%,38%,-11%,-1%,8%,25%,30%[activator]
CCOc1ccc(S(=O)(=O)N2CCCC(C(=O)NCc3ccccn3)C2)cc1 (stereo unspecified),-5%,28%,7%,-9%,1%,0%,-3%,-11%,114%[activator]
Cc1ccc(NS(=O)(=O)c2ccc(OCC(=O)Nc3cccc([N+](=O)[O-])c3)c(C)c2)cc1,?,?,-15%,-3%,-33%,-4%,-10%,-10%,3%
Cc1cccc2nc(-c3ccc(N(C)C)cc3)c(Nc3ccc4c(c3)OCO4)n12,-10%,/,-1%,17%,/,-3%,3%,2.2µM*,23%
Cc1cc(-n2c(C)cc(C(=O)CSc3[nH]c(=O)cc(C(F)(F)F)c3C#N)c2C)no1,/,38%[activator],6%,/,-27%,/,-3%,5%[12.7 µM],-2%
COc1ccc(-c2nc(C)c(CCNS(=O)(=O)c3cc(Cl)ccc3Cl)s2)cc1,9%,/,-9%,-2%,-2%,-7%,-12%[60.1 µM],4%[59 µM],-1%
C[C@@H]1CN([C@@H](C)CO)C(=O)c2cccc(NS(C)(=O)=O)c2O[C@H]1CN(C)CC1CCCCC1,/,-5%,-20%,/,/,/,0%,/,30%
CC(CNC(=O)c1ccc(NC2=NC3CS(=O)(=O)CC3S2)cc1)c1ccccc1 (stereo unspecified),-11%,3%,-24%,25%,4%,1%,-3%,10%,-9%
Cc1nc2nc[nH]c2cc1Br,-9%,0%,-8%,-11%,-14%,-3%,5%,-7%,3%
COc1ccc(Cl)cc1S(=O)(=O)N1CCC(C(=O)NC2CCCC2)CC1,-18%,-2%,-10%,14%,-15%,0%,-1%,/,20%
Cc1cc(C(=O)NN=Cc2ccc(OC(=O)c3ccco3)cc2)c(C)o1,/,-16%,-13%,/,/,/,-7%,/,3%
Cc1ccccc1OCC(=O)N/N=C/c1ccc([N+](=O)[O-])o1,-12%,1%,-4%,-21%,-16%,-10%,?,?,?
O=C1CCC([N+](=O)[O-])C(c2ccc3c(c2)OCO3)N1 (stereo unspecified),-2%,1%,-5%,4%,-2%,-5%,3%,4%,-10%
CCO[C@H]1OC(C(=O)Nc2ccccc2)=C[C@@H](c2ccc(C(F)(F)F)cc2)[C@@H]1CCCO,1%,-10%,-17%,-16%,-13%,-14%,-10%,/,-4%
Cc1cc(Br)ccc1OCC(=O)NNC(=O)C(=O)Nc1ccccc1,-10%,1%,-16%,28µM*,-11%,-13%,-19%,/,?
CN(C(=O)COC(=O)C(C)(C)Oc1ccc(Cl)cc1)c1c(N)n(Cc2ccccc2)c(=O)[nH]c1=O,/,9%,7%,/,17%,/,-20%,?,30%
COc1cc2c(cc1NC(=O)C(C)Oc1ccccc1)oc1ccccc12 (stereo unspecified),98%[activator],/,0%,6%,34%[activator],-9%,-9%,28%[59 µM],-5%
CCCn1c(=O)c2ccccc2n2c(=S)[nH]nc12,12%,-10%,-10%,19%,-5%,-5%,0%,3.5µM*,47%[activator]
NC(=O)C1CCN(c2oc(/C=C/c3ccccc3)nc2S(=O)(=O)c2ccccc2)CC1,-6%,9%,-5%,-6%,-14%[57.1 µM],-3%,-9%,?,3%
O=C(O)CC1C(=O)NCCN1CCCc1ccccc1 (stereo unspecified),1%,6%,-9%,-1%,1%,2%,-4%,28µM*,12%
O=c1c2sc3ccccc3c2n(Cc2cccc(C(F)(F)F)c2)c(=O)n1-c1ccccc1,-17%,/,-23%,-8%,0%,-7%,-7%,-4%[59 µM],0%
COc1ccccc1-n1c(SCC(=O)NC(C)(C)C)nnc1-c1ccco1,-3%,0%,-7%,1%,8%,-1%,-4%,?,-9%
Cc1cc(NS(=O)(=O)c2ccc(NC(=O)c3cnc4scc(C)n4c3=O)cc2)nc(C)n1,7%,0%,-14%,-21%,9%,-9%,-16%,?,-19%
CCCCCCOC(=O)c1ccccc1NC(=O)/C=C/C(=O)O,?,-4%,1%,25%,?,-2%,-2%,-2%[0.501 µM],-6%
Oc1ccc2[nH]cnc2c1CN1CCCCC1,11%,3%,-8%,-1%,11%,4%,-2%,5.6µM*,-5%
Cc1ccc(C(=O)NCCCNC(=O)COc2ccc(Cl)c(C)c2)cn1,/,-5%,-6%,/,8%,/,-19%,-27%,10%
COc1ccc(C(=O)N(C)c2c(C)n(C)n(-c3ccccc3)c2=O)cc1OC,1%,-3%,3%,1%,-2%,-1%,-3%,-3%,-10%

Compound activity as filed in PubChem BioAssay.

These rows are one share of the data; the hit share may differ from the screen's.
